Rab2 wt GTP: modulators of GTP binding to Rab2A wildtype, primary screen, biochemical, dog, bead-based flow cytometry, multiplex; actives 0.19% (n = 190,000); GTP binding activity, % at 10 µM; Ras-related protein Rab-2A (Canis lupus familiaris), P61105; GST-Rab2 wt beads, Bodipy-GTP binding;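 active = GTP binding activity at least 20 points away from 100%, either lowered or raised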;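 note: 0% = beads with excess unlabeled GTP and 100% = no-compound control corrected for plate trend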
ABCG2 inh: ABCG2 efflux pump inhibitors, primary screen, multiplex with ABCB1, IgMXP3 cells, flow cytometry | Broad substrate specificity ATP-binding cassette transporter ABCG2 (Homo sapiens), Q9UNQ0 | JC-1 efflux | actives 0.1% (n = 190,000) | inhibition, % at 6.6 µM | AID 1325, 2008;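 active = inhibition above 80%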;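 note: 0% = DMSO and 100% = nicardipine control wells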
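Test system: IgMXP3 (ABCG2) plus far-red-tagged CCRF-Adr (ABCB1) cells. Reagent: JC-1 dye as substrate. Timing: 10 min exposure at 25 °C with rotation, no wash. Measured by: flow cytometric JC-1 green MFI at 530 nm. Read-out: percent efflux inhibition, scaled nicardipine 100% to DMSO 0%. Control set: nicardipine and DMSO wells.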
HRas wt GTP bind: modulators of GTP binding to HRas wildtype, primary screen, biochemical, bead-based flow cytometry, multiplex | GTPase HRas (Homo sapiens), P01112 | GST-Ras wt beads, Bodipy-FL-GTP binding; actives lie on both sides | GTP binding activity, % at 10 µM | actives 0.14% (n = 190,000);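 active = GTP binding activity at least 20% away from the 100% baseline, either lowered as inhibitor or raised as activator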;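 note: 0% = unlabeled GTP competition control and 100% = no-compound control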
Pf gamet viab: late stage P. falciparum gametocyte viability inhibitors, primary screen, ATP luminescence, HTS; actives 0.065% (n = 150,000); P. falciparum stage V gametocytes, 24 h; inhibition, % at 10.9 µM;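 active = inhibition above the mean plus 3 SD of compounds within the control limits, set per campaign, cut at about 38% in these data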;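 note: 0% = DMSO wells and 100% = medium only without gametocytes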
Rab7 wt modul: modulators of GTP binding to Rab7, primary screen, biochemical, wildtype, multiplex bead flow cytometry; GST-Rab7 beads, fluorescent GTP binding; actives lie on both sides; untreated = 100%, excess cold GTP = 0%; GTP binding activity (percent of control), % at 10 µM; actives 0.055% (n = 190,000);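 active = fluorescent GTP binding to Rab7 beads changed by at least 20 points from the 100% baseline, either direction, mostly lower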;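 note: median green fluorescence of bound Bodipy-FL-GTP per Rab7 bead population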
Cdc42 wt: modulators of GTP binding to wildtype Cdc42, primary screen, biochemical, multiplex bead flow cytometry, Bodipy-GTP; Cell division control protein 42 homolog (Homo sapiens), P60953; percent activity (GTP binding), % at 10 µM; AID 761, 2007; GST-Cdc42 beads; actives lie on both sides; actives 0.2% (n = 190,000);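 active = percent activity GTP binding at least 20 points away from the 100% baseline, either down as inhibitor or up as activator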;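 note: median bead fluorescence of bound Bodipy-FL-GTP at 100 nM; 0% = excess unlabeled GTP control and 100% = no compound control; below 100% means less GTP binding so inhibitor and above means activator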
GSH fluor: compound fluorescence on glutathione beads, profiling panel, artefact control, biophysical, 488/530 nm, flow cytometry | AID 1776, 2009 | GSH beads flow cytometry, compound fluorescence 488/530 nm; active compounds read high | actives 0.25% (n = 190,000) | fluorescence (KMESF) at 10 µM; in the data active = fluorescence above about 89;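 note: glutathione beads carrying GST-tagged Bcl family fusion proteins plus one bare bead set; values are compound well signal with DMSO vehicle wells as background; inactives centre near 16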
Rac1 act GTP bind: GTP binding modulators of activated mutant Rac1, primary screen, biochemical, bead-based flow cytometry, multiplex, fluorescent GTP; Ras-related C3 botulinum toxin substrate 1 (Homo sapiens), P63000; GST-Rac1 activated beads; actives lie on both sides; 100% means binding = to untreated wells; percent activity (GTP binding), % at 10 µM; actives 0.11% (n = 190,000);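 active = GTP binding at least 20 percentage points away from the 100% baseline, in either direction, so actives lie on both sides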
Avidin bead fluor: green autofluorescence of compounds with avidin beads – biophysical, 488/530 nm, flow cytometry, artefact control, profiling panel; AID 1775, 2009; actives 0.38% (n = 220,000); compound fluorescence 488/530 nm; active compounds read high; fluorescence (KMESF) at 10 µM; in the data active = fluorescence above about 47; note: inactives centre near 10
Rac1 wt GTP bind: wildtype Rac1 GTP binding modulators, primary screen, biochemical, GST-Rac1 beads, flow cytometry, multiplex | fluorescent GTP binding; actives lie on both sides; 0 = cold GTP competed, 100 = untreated | GTP binding activity (% of control), % at 10 µM | actives 0.27% (n = 190,000);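 active = GTP binding activity at least 20 points away from the 100% control level, either lower or higher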
ABCB1 block: ABCB1 efflux pump inhibitors, primary screen, cell-based, multiplex, flow cytometry, ABCG2 counter-screen; CCRF-Adr cells, JC-1 efflux; inhibition, % at 6.6 µM; actives 0.067% (n = 190,000); AID 1326, 2008; in the data active = inhibition above about 40%;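 note: 0% = vehicle and 100% = reference inhibitor; higher value means more JC-1 retained so stronger ABCB1 efflux block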
Target sequence (P08183 whole entry, looked up): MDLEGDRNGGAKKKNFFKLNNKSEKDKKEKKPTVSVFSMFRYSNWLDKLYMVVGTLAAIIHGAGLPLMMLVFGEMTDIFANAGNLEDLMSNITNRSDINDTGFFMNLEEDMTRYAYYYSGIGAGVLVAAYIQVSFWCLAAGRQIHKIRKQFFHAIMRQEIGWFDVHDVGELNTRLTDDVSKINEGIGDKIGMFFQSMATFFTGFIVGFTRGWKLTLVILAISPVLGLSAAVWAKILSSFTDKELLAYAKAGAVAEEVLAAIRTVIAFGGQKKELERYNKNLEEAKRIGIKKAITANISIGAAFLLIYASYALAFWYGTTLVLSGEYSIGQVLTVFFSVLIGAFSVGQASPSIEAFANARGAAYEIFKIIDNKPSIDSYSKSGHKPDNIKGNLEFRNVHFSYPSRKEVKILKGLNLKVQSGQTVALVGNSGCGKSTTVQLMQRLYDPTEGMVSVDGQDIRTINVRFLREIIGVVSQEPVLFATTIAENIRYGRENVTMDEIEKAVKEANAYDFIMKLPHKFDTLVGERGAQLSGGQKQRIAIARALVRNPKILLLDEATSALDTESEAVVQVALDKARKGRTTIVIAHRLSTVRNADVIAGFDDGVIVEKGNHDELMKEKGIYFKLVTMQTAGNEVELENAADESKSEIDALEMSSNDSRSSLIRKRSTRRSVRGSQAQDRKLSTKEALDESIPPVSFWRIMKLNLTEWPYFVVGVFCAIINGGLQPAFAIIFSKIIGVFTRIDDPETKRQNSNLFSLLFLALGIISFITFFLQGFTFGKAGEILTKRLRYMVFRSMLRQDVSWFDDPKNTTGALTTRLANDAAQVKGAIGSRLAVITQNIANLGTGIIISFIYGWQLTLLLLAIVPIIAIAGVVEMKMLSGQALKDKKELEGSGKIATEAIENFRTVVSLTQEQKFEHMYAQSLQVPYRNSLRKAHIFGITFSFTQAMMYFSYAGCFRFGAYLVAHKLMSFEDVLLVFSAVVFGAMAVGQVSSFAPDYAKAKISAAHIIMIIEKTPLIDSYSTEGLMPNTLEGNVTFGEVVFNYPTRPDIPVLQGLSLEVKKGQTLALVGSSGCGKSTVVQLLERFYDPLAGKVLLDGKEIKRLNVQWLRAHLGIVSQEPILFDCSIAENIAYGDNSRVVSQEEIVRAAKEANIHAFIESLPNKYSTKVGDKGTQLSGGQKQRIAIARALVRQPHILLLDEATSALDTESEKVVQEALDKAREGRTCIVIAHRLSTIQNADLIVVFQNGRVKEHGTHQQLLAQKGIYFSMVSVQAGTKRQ
An asterisk follows results filed as active. Hits appear at their usual frequency (roughly 1.1% active in at least one column).

`Cc1nn(C)c(C)c1NC(=O)CSc1nnc(C)n1-c1ccccc1` gave Rab2 wt GTP 96, ABCG2 inh 2, HRas wt GTP bind 98, Rab7 wt modul 98, Cdc42 wt 102, GSH fluor 38, Rac1 act GTP bind 98, Avidin bead fluor 14, Rac1 wt GTP bind 103 and ABCB1 block 0.5.
Screening COCCNC(=O)c1ccc2c(=O)n(CCOC)c(=O)[nH]c2c1 returned Rab2 wt GTP 102, ABCG2 inh -1, HRas wt GTP bind 104, Rab7 wt modul 101, Cdc42 wt 104, GSH fluor 11, Rac1 act GTP bind 101, Avidin bead fluor 14, Rac1 wt GTP bind 111 and ABCB1 block -0.1.
O=C(O)C1CC(=O)N(C2CCCCC2)C1c1ccccc1 (stereo not given) was read as Rab2 wt GTP 101, ABCG2 inh 9, HRas wt GTP bind 99, Rab7 wt modul 104, Cdc42 wt 101, GSH fluor 31, Rac1 act GTP bind 97, Avidin bead fluor 12, Rac1 wt GTP bind 104 and ABCB1 block -0.6.
Cn1c(=O)n(C)c2cc(S(=O)(=O)O)ccc21 was read as Rab2 wt GTP 99, ABCG2 inh 1, HRas wt GTP bind 101, Rab7 wt modul 100, Cdc42 wt 101, GSH fluor 15, Rac1 act GTP bind 102, Avidin bead fluor 30, Rac1 wt GTP bind 103 and ABCB1 block 0.1.
For Cc1nc(SCC(=O)c2ccccc2)c(C#N)c(-c2ccco2)c1C(=O)NCc1ccco1 the results were Rab2 wt GTP 97, ABCG2 inh 0, HRas wt GTP bind 99, Rab7 wt modul 100, Cdc42 wt 100, GSH fluor 23, Rac1 act GTP bind 96, Avidin bead fluor 34, Rac1 wt GTP bind 100 and ABCB1 block 0.4.
CCOC(=O)c1c(-c2ccccc2)csc1NC(=O)CSc1ccccc1 was read as Rab2 wt GTP 93, ABCG2 inh 9, HRas wt GTP bind 98, Pf gamet viab 10, Rab7 wt modul 98, Cdc42 wt 97, GSH fluor 13, Rac1 act GTP bind 96, Avidin bead fluor 5, Rac1 wt GTP bind 98 and ABCB1 block 1.4.
For Cc1cc2n(n1)C(c1ccc3c(c1)OCO3)Nc1ccccc1-2 (stereo not given) the results were Rab2 wt GTP 100, ABCG2 inh 2, HRas wt GTP bind 99, Pf gamet viab -11, Rab7 wt modul 102, Cdc42 wt 102, GSH fluor 32, Rac1 act GTP bind 98, Avidin bead fluor 6, Rac1 wt GTP bind 100 and ABCB1 block -1.6.
Screening CCOc1ccc2[nH]c(=O)c(CN(CC3CCCN3CC)C(=O)NCc3ccccc3)cc2c1 (stereo not given) returned Rab2 wt GTP 101, ABCG2 inh 2, HRas wt GTP bind 102, Rab7 wt modul 101, Cdc42 wt 101, GSH fluor 14, Rac1 act GTP bind 101, Avidin bead fluor 38, Rac1 wt GTP bind 102 and ABCB1 block 0.4.
For CN(CC(=O)Nc1ccc(S(=O)(=O)N2CCCC2)cc1)Cc1cccc(Cl)c1Cl the results were Rab2 wt GTP 99, ABCG2 inh 7, HRas wt GTP bind 99, Pf gamet viab 23, Rab7 wt modul 99, Cdc42 wt 102, GSH fluor 9, Rac1 act GTP bind 101, Avidin bead fluor 0, Rac1 wt GTP bind 105 and ABCB1 block 0.5.
Cc1[nH]c(=O)[nH]c(=O)c1NC(=O)c1cccs1 was read as Rab2 wt GTP 92, ABCG2 inh -1, HRas wt GTP bind 93, Rab7 wt modul 93, Cdc42 wt 94, GSH fluor 34, Rac1 act GTP bind 93, Avidin bead fluor 17, Rac1 wt GTP bind 87 and ABCB1 block 0.0.

Next section (3 carried over from the part before).
Screening CCOc1ccc2[nH]c(=O)c(CN(CC3CCCN3CC)C(=O)NCc3ccccc3)cc2c1 (stereo not given) returned Rab2 wt GTP 101, ABCG2 inh 2, HRas wt GTP bind 102, Rab7 wt modul 101, Cdc42 wt 101, GSH fluor 14, Rac1 act GTP bind 101, Avidin bead fluor 38, Rac1 wt GTP bind 102 and ABCB1 block 0.4.
For CN(CC(=O)Nc1ccc(S(=O)(=O)N2CCCC2)cc1)Cc1cccc(Cl)c1Cl the results were Rab2 wt GTP 99, ABCG2 inh 7, HRas wt GTP bind 99, Pf gamet viab 23, Rab7 wt modul 99, Cdc42 wt 102, GSH fluor 9, Rac1 act GTP bind 101, Avidin bead fluor 0, Rac1 wt GTP bind 105 and ABCB1 block 0.5.
Cc1[nH]c(=O)[nH]c(=O)c1NC(=O)c1cccs1 was read as Rab2 wt GTP 92, ABCG2 inh -1, HRas wt GTP bind 93, Rab7 wt modul 93, Cdc42 wt 94, GSH fluor 34, Rac1 act GTP bind 93, Avidin bead fluor 17, Rac1 wt GTP bind 87 and ABCB1 block 0.0.
For COc1ccc(/C=C/C(=O)NC(C)C)cc1Br the results were Rab2 wt GTP 99, ABCG2 inh 38, HRas wt GTP bind 100, Rab7 wt modul 100, Cdc42 wt 101, GSH fluor 23, Rac1 act GTP bind 99, Avidin bead fluor 28, Rac1 wt GTP bind 102 and ABCB1 block 1.0.
`Cc1cccc(N(CC(O)CN(C)C)S(=O)(=O)c2ccccc2)c1` (stereo not given) gave Rab2 wt GTP 100, ABCG2 inh 3, HRas wt GTP bind 100, Rab7 wt modul 102, Cdc42 wt 101, GSH fluor 37, Rac1 act GTP bind 100, Avidin bead fluor 11, Rac1 wt GTP bind 105 and ABCB1 block 2.1.
`COc1ccc(C(=O)N2CCN(Cc3cn[nH]c3-c3ccc(OC)cc3F)CC2)cc1` gave Rab2 wt GTP 98, ABCG2 inh 5, HRas wt GTP bind 100, Pf gamet viab -13, Rab7 wt modul 102, Cdc42 wt 94, GSH fluor 10, Rac1 act GTP bind 97, Avidin bead fluor 3, Rac1 wt GTP bind 100 and ABCB1 block 0.8.
Screening Cc1nnc(SCC(=O)Nc2nccs2)[nH]c1=O returned Rab2 wt GTP 96, ABCG2 inh 2, HRas wt GTP bind 95, Rab7 wt modul 93, Cdc42 wt 96, GSH fluor 24, Rac1 act GTP bind 96, Avidin bead fluor 16, Rac1 wt GTP bind 94 and ABCB1 block 0.1.
`Cc1ccc2nc(N3CCN(Cc4nnnn4Cc4ccccc4)CC3)c(C#N)cc2c1` gave Rab2 wt GTP 101, ABCG2 inh 0, HRas wt GTP bind 103, Pf gamet viab 6, Rab7 wt modul 101, Cdc42 wt 105, GSH fluor 19, Rac1 act GTP bind 99, Avidin bead fluor 4, Rac1 wt GTP bind 106 and ABCB1 block 0.3.
`C=CCOC(=O)C1=C[C@@H](c2ccc(Br)cc2)[C@H](CCCO)[C@@H](OCC)O1` gave Rab2 wt GTP 96, ABCG2 inh 4, HRas wt GTP bind 99, Rab7 wt modul 96, Cdc42 wt 96, GSH fluor 21, Rac1 act GTP bind 95, Avidin bead fluor 6, Rac1 wt GTP bind 98 and ABCB1 block 3.0.
Screening Cc1ccc(-c2nn(CC(=O)Nc3cccnc3)c(=O)c3ccccc23)cc1 returned Rab2 wt GTP 100, ABCG2 inh 3, HRas wt GTP bind 103, Rab7 wt modul 102, Cdc42 wt 103, GSH fluor 24, Rac1 act GTP bind 100, Avidin bead fluor 34, Rac1 wt GTP bind 101 and ABCB1 block 1.6.
Screening O=C(CN1CCC(Cc2ccccc2)CC1)Nc1ccc2c(c1)OCCO2 returned Rab2 wt GTP 102, ABCG2 inh 4, HRas wt GTP bind 101, Rab7 wt modul 102, Cdc42 wt 102, GSH fluor 12, Rac1 act GTP bind 100, Avidin bead fluor 8, Rac1 wt GTP bind 104 and ABCB1 block 0.3.
For CC1(C)Cc2c(sc3nc(NCCN4CCOCC4)n4ncnc4c23)CO1 the results were Rab2 wt GTP 95, ABCG2 inh 3, HRas wt GTP bind 97, Pf gamet viab 20, Rab7 wt modul 96, Cdc42 wt 97, GSH fluor 40, Rac1 act GTP bind 97, Avidin bead fluor 7, Rac1 wt GTP bind 96 and ABCB1 block 0.8.
For CC(C)NCc1nnc(-c2ccc(Cl)cc2)o1 the results were Rab2 wt GTP 98, ABCG2 inh 1, HRas wt GTP bind 99, Pf gamet viab -21, Rab7 wt modul 104, Cdc42 wt 96, GSH fluor 15, Rac1 act GTP bind 95, Avidin bead fluor 10, Rac1 wt GTP bind 99 and ABCB1 block 0.3.
For Cc1cc(C)n(CCOc2nonc2N)n1 the results were Rab2 wt GTP 105, ABCG2 inh 2, HRas wt GTP bind 101, Rab7 wt modul 105, Cdc42 wt 104, GSH fluor 31, Rac1 act GTP bind 98, Avidin bead fluor 16, Rac1 wt GTP bind 104 and ABCB1 block 0.1.
N#Cc1c(NC(=O)CCC(=O)O)sc2c1CCCCC2 was read as Rab2 wt GTP 82, ABCG2 inh -1, HRas wt GTP bind 84, Pf gamet viab -1, Rab7 wt modul 88, Cdc42 wt 85, GSH fluor 11, Rac1 act GTP bind 88, Avidin bead fluor 14, Rac1 wt GTP bind 91 and ABCB1 block -1.0.
Screening COc1ccc(-n2c(SCC3CNC(=O)O3)nnc2-c2ccc(Cl)cc2)cc1 (stereo not given) returned Rab2 wt GTP 98, ABCG2 inh 9, HRas wt GTP bind 96, Pf gamet viab 3, Rab7 wt modul 93, Cdc42 wt 93, GSH fluor 10, Rac1 act GTP bind 99, Avidin bead fluor 8, Rac1 wt GTP bind 98 and ABCB1 block -0.3.
For O=C(c1cccc(C(F)(F)F)c1)c1c[nH]c(C(=O)NCC2CCCO2)c1 (stereo not given) the results were Rab2 wt GTP 95, ABCG2 inh 16, HRas wt GTP bind 98, Pf gamet viab -28, Rab7 wt modul 103, Cdc42 wt 98, GSH fluor 12, Rac1 act GTP bind 96, Avidin bead fluor 12, Rac1 wt GTP bind 99 and ABCB1 block 1.7.
Screening COCc1cc(C)nc(N2CCN(c3ccccc3)CC2)c1C#N returned Rab2 wt GTP 100, ABCG2 inh 0, HRas wt GTP bind 102, Pf gamet viab -4, Rab7 wt modul 100, Cdc42 wt 103, GSH fluor 14, Rac1 act GTP bind 100, Avidin bead fluor 22, Rac1 wt GTP bind 105 and ABCB1 block 0.2.
